Screening results as filed in PubChem.
MCL1-BIM inh: inhibitors of human MCL1 binding to BIM-BH3 peptide; AID 2057; inhibition, % at 10.9 µM; GST-MCL1 / FITC-Bim-BH3 fluorescence polarization; 0.68% of 320,000 active; Q07820;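 active means inhibition above the mean inhibition of all tested compounds plus 3 SD, set per campaign, cut at about 40% in these data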;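 further: 0% = DMSO wells and 100% = unlabeled Bim-BH3 peptide control; higher means more loss of mP so more displacement of Bim peptide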
GLD-1 RNA inh: GLD-1-TGE RNA interaction inhibition (C. elegans) | AID 2280 | purified GLD-1 + fluorescein TGE RNA, fluorescence polarization | 0.44% of 320,000 active | inhibition, % at 5.96 µM;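 active means percent inhibition above a per-plate cutoff, the plate mean of test compounds plus 3 SD, cut at about 30% in these data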;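 further: 0% = DMSO wells with GLD-1 and probe and 100% = wells lacking GLD-1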
Fam108B counter: counter-screen for RBBP9 inhibitors: inhibitors of mouse Fam108B. recombinant Fam108B, FP-Rh probe fluorescence polarization. inhibition, % at 9.51 µM. 0.33% of 300,000 active. AID 1947;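 active means inhibition above the screen mean inhibition plus 3 SD, computed separately per campaign, cut at about 18% in these data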;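 further: inhibitors lower polarization as less probe binds the enzyme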
AHR activator: activators of human aryl hydrocarbon receptor; AHR-responsive luciferase reporter cells, luminescence; P35869; activation, % at 5 µM; AID 2796; 2.5% of 320,000 active; in the data active means activation above about 47%;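 further: 0% = vehicle wells and 100% = reference agonist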
MEX-5 binding: C. elegans MEX-5 TCR-2 RNA binding activity; MEX-5/FITC-TCR2 RNA binding, fluorescence polarization; hits give low values; activity score (negative = inhibition of binding), % at 10 µM; 0.38% of 300,000 active; AID 1832;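 active means inhibition past about -25% in most replicates, and total fluorescence under double the plate's negative control median, limit read from the data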;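 further: 0% = DMSO and -100% = 5 µM competing unlabeled TCR2 RNA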
Target sequence (Q9XUB2 whole entry, looked up): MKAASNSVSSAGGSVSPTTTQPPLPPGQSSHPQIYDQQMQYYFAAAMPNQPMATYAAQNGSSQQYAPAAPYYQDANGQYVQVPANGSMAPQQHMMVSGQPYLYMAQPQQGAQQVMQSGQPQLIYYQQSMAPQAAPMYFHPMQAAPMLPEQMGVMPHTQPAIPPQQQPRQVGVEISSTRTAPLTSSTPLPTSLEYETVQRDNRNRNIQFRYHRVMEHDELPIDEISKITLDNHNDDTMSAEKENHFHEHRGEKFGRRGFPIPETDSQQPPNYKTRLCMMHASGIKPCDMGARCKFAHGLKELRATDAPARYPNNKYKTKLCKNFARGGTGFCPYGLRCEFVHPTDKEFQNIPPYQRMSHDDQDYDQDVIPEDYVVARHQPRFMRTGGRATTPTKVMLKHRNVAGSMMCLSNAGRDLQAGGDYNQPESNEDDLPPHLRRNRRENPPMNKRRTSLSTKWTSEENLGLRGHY
PAFAH1B2 FP inh: inhibitors of human PAFAH1B2; P68402; recombinant PAFAH1B2, FP-rhodamine activity probe, fluorescence polarization; inhibition, % at 3.39 µM; 1.2% of 340,000 active;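 active means inhibition above the mean of all tested compounds plus 3 SD, cut at about 24% in these data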;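 further: 0% = enzyme with DMSO and 100% = wells lacking PAFAH1B2; many of its hits are not listed in these tables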
Target sequence (P68402 whole entry, looked up): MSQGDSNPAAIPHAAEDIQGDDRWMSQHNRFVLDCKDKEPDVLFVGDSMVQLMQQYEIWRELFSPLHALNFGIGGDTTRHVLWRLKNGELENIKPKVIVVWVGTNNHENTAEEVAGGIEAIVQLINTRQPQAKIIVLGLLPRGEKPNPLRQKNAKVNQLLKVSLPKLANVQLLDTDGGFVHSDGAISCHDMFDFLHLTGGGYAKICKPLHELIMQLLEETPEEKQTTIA
BCLXL inh: inhibitors of human Bcl-xL | GST-Bcl-xL / FITC-Bim BH3 peptide fluorescence polarization | inhibition, % at 10.9 µM | 0.7% of 320,000 active;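 active means inhibition above the mean of all tested compounds plus 3 SD, cutoff set per campaign, cut at about 30% in these data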;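 further: 0% = DMSO wells and 100% = unlabeled Bim-BH3 peptide competitor; inhibitors lower millipolarization by displacing the labeled peptide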
pPAFAH inh: pPAFAH (human) enzyme inhibition | recombinant pPAFAH, FP-rhodamine probe fluorescence polarization | Q13093 | AID 463082 | inhibition, % at 3.39 µM | 1.5% of 330,000 active;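 active means inhibition above the mean inhibition across the screen plus 3 SD, cut at about 25% in these data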;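 further: inhibitors block binding of the rhodamine activity-based probe so polarization drops; 0% = enzyme with DMSO and 100% = wells lacking pPAFAH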
PME-1 inh: blocks human protein phosphatase methylesterase 1; Q9Y570; recombinant PME-1, FP-Rh probe fluorescence polarization; inhibition, % at 5.9 µM; 0.53% of 320,000 active; AID 2130;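 active means inhibition above the campaign mean of all compounds plus 3 SD, cut at about 26% in these data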;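 further: competitive labeling of PME-1 active site by serine hydrolase directed probe; 0% = PME-1 with DMSO and 100% = wells lacking PME-1 enzyme; inhibitors block probe labeling so polarization falls and inhibition rises; many of its hits are not listed in these tables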
Target sequence (Q9Y570 whole entry, looked up): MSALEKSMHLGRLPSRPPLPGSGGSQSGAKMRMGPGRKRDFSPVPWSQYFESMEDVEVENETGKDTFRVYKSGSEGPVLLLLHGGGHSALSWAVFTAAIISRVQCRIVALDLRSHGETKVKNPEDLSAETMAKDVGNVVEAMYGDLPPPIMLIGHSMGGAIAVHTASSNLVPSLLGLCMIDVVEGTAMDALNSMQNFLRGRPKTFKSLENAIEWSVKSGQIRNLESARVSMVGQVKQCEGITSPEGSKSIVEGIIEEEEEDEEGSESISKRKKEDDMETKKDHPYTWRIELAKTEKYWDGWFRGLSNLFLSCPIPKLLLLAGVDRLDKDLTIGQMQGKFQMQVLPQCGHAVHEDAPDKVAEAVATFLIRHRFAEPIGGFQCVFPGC
* = called active by the depositor; . = no result given. The list is partial; count on the stated rates, not on these rows.

Each structure is followed by: MCL1-BIM inh	GLD-1 RNA inh	Fam108B counter	AHR activator	MEX-5 binding	PAFAH1B2 FP inh	BCLXL inh	pPAFAH inh	PME-1 inh
COC(=O)c1ccc(CNC(=O)COc2ccccc2Br)o1
 : 4	-4	2	-1	-1.0	-1	2	5	3
CCCN(Cc1ccccc1)C(=S)Nc1cccc(C)c1C
 : 1	-10	2	1	1.2	3	8	-10	-7
Cc1ccc(S(=O)(=O)NCC(c2cccnc2)N2CCOCC2)cc1 (stereo unspecified)
 : 2	1	7	4	0.5	3	-2	5	4
Clc1ccc(Cl)c(OCCN2CCOCC2)c1
 : 1	0	2	-2	-1.8	2	4	2	6
O=C(Cc1ccccc1)Nc1cccc(NC(=O)c2ccccc2)c1
 : 6	-2	-1	14	-2.2	3	-1	-7	-6
Cn1c(-c2ccccc2)nc2cnccc21
 : -3	1	6	3	-3.1	8	0	1	-1
Cc1cc(-c2nc3ncccc3o2)ccc1NC(=S)NC(=O)C(C)C
 : 14	-13	4	4	-0.4	-8	7	5	0
CC(=O)Nc1cc(C(F)(F)F)ccc1OCC1CCCO1 (stereo unspecified)
 : -1	2	0	17	-2.1	6	5	4	2
CCOC(=O)N1CCC(N2Cc3cccc(C(=O)N4CC(C)CC(C)C4)c3C2=O)CC1 (stereo unspecified)
 : 4	0	-1	0	-0.2	7	2	0	2
COc1ccc2occ(C(=O)c3ccc(N=C(C)N(C)C)cc3)c2c1
 : -2	3	3	-1	-0.9	-2	5	-2	1
O=C(N/N=C/c1ccco1)C1(O)c2ccccc2-c2ccccc21
 : 2	10	-1	-1	-4.4	.	-2	7	-2
COc1ccc(CN(C(=O)COc2ccccc2)c2ccccc2C(=O)O)cc1
 : 1	2	3	-2	-1.1	9	6	-2	4
CCN(CC)C(=O)c1cc(-c2ccc(Br)cc2)on1
 : 7	6	3	-8	-0.2	1	4	6	0
O=C(c1ccccc1)c1nn(-c2ccccc2)c2nnc(Cc3ccccc3)c(=O)n12
 : 11	7	-4	-1	0.2	-1	8	41*	6
Cc1cc(C(=O)N/N=C2\CCCC(=O)C2)c(C)n1-c1ccccc1
 : 2	9	-2	7	1.0	-2	5	28*	0
COC(=O)CCSC(=S)N1CCOCC1
 : 1	5	-3	0	0.5	1	3	3	4
CCn1cnc2cc(NS(=O)(=O)c3ccc(C)cc3)ccc21
 : 5	-7	1	1	1.7	1	1	3	0
O=C(Cn1cc[n+](CC(=O)c2ccc(Cl)cc2Cl)c1)c1ccc(Cl)cc1Cl
 : 0	3	0	2	3.7	.	2	33*	5
O=C(Nc1ccccc1C(=O)N1CCCC1)C1CCN(c2ncccn2)CC1
 : -1	4	2	1	1.2	2	-2	1	-1
COc1ccc(NC(=O)COC(=O)C2CCN(C(=O)c3ccc(Cl)cc3)CC2)c([N+](=O)[O-])c1
 : .	9	.	1	.	7	.	9	.
CCC[N+]1(CC#CCC(c2ccccc2)c2ccccc2)CCCCC1
 : -1	-1	1	-1	-0.2	4	3	4	-2
C/C(=N/OC(=O)c1ccc(C)cc1)c1ccc(N2C(=O)C3CCCCC3C2=O)cc1 (stereo unspecified)
 : 10	-6	2	3	0.8	2	10	13	2
COc1ccc(-c2noc(N3CCC(C(=O)NCCCN4CC(C)CC(C)C4)CC3)n2)cc1 (stereo unspecified)
 : -8	4	3	-1	0.7	4	-5	2	2
CCOC(=O)N1CCC(NC(=O)c2cc3c(=O)n(C)c4ccccc4c3n2C)CC1
 : 8	5	3	4	-1.5	-3	7	4	4
O=C(CCC(=O)Nc1ccc(F)cc1)N/N=C/c1cccc(Br)c1
 : 7	-1	-1	11	-1.5	5	4	3	-1
COc1ccc(S(=O)(=O)N(C(C)=O)c2ccc3oc(=O)sc3c2)cc1
 : 10	1	1	-2	-2.5	2	10	5	-3
CC(C)(C)c1ccc(N2C(=N)SCC2=O)cc1
 : 7	0	2	12	-2.1	9	8	6	2
COc1ccc(N2CCN(S(=O)(=O)c3ccc4c(c3)OCCO4)CC2)cc1
 : -1	4	-8	3	0.6	-1	0	2	3
COC(=O)CCN(C(=O)c1cccc(OC(C)=O)c1)c1ccccn1
 : -4	3	-5	4	1.4	0	1	-9	-6
Cn1c(=O)[nH]c(=O)c2c1nc(N1CCCCC1)n2C/C=N/Nc1ccc(C(=O)O)cc1
 : 1	-2	1	-5	1.4	4	7	-1	-5
C=CC[C@]12CCc3sccc3C1N(c1ccc(C(=O)OCC)cc1)C2=O (stereo partly specified)
 : 3	4	.	1	.	5	-3	1	4
NNc1ccc(Cl)c(C(=O)O)c1
 : 10	-3	-1	3	-2.7	-3	10	-2	0
CSC1=NCCN1C(=O)Cc1cccc2ccccc12
 : -6	3	3	3	0.4	-3	3	6	-2
N#Cc1ccccc1Sc1ccccc1C(=O)OCC(=O)NC1CCCCC1
 : 10	1	1	-1	1.0	3	23	-1	0
CCCCNC(=O)Nc1ccon1
 : -3	-10	3	-1	-0.2	7	4	2	-4
O=c1cc2c(n[nH]1)CCCC2
 : 0	3	0	0	-0.6	2	3	-1	4
CC1=C(C(=O)OCc2ccc3c(c2)OCO3)C(c2cccc([N+](=O)[O-])c2)NC(=O)N1 (stereo unspecified)
 : -11	-5	-8	18	0.2	3	0	-5	-1
Cc1cccc2sc(NC(=O)CN3C(=O)C4CC=CCC4C3=O)nc12 (stereo unspecified)
 : -2	-4	0	3	-1.2	3	-1	2	0
Cc1ccc(S(=O)(=O)N2CCN(C(=O)Cc3ccc4c(c3)OCCO4)CC2)cc1C
 : 0	3	-2	7	0.7	-2	6	3	-1
C/C(=N/NC(=O)CN1CCN(S(=O)(=O)c2ccc(C)cc2)CC1)c1ccco1
 : 3	4	1	0	2.1	8	0	10	2
CCc1nnc(NS(=O)(=O)c2ccc(NC(=S)NC(=O)c3cccnc3)cc2)s1
 : 15	7	-2	1	2.3	3	7	3	-4
COc1ccc(N(CC(=O)Nc2cc(Cl)ccc2OC)S(=O)(=O)c2c(C)[nH]c(=O)[nH]c2=O)cc1
 : -8	4	-7	8	-0.9	2	8	20	-11
C/C(=N/Nc1ccc([N+](=O)[O-])cc1)c1ccc(C)cc1C
 : -53	-13	5	4	-4.9	3	-20	10	-2
COc1ccc(CCNC(=S)NCc2cccs2)cc1OC
 : 5	6	-3	-1	1.4	5	2	-1	4
Cc1cccc(CNC(=O)c2cc(S(=O)(=O)N3CCOCC3)cn2C)c1
 : -2	3	5	3	0.9	-8	4	6	0
CCOc1ccc(N2CC(O)=C(c3ccccc3)C2=N)cc1
 : -4	-2	1	3	1.4	0	8	5	1
C=C(C)c1cccc(C(C)(C)NC(=O)N2CCN(c3ccccn3)CC2)c1
 : 1	2	4	0	-0.1	3	5	4	6
COc1ccc(C2=C(N)c3ccccc3C2=O)cc1
 : -1	-1	1	4	-4.6	13	-3	7	16
O=C(CCc1ccccc1)Nc1ccccc1C(=O)NCc1ccco1
 : 4	2	6	2	3.4	2	9	5	5
COc1ccc(C(=O)NCC(=O)N2CCCC(C)C2)cc1OC (stereo unspecified)
 : 4	4	3	-1	-0.5	4	7	2	1

Additional results follow:
Each structure is followed by: MCL1-BIM inh	GLD-1 RNA inh	Fam108B counter	AHR activator	MEX-5 binding	PAFAH1B2 FP inh	BCLXL inh	pPAFAH inh	PME-1 inh
CC(C)(C)c1ccccc1NC(=O)Cn1cnc2cc([N+](=O)[O-])ccc2c1=O
 : 9	3	0	2	-0.1	2	0	-5	-1
CC(=O)NC1=NN(C(C)=O)C(C)(CS(=O)(=O)c2ccc(Cl)cc2)S1 (stereo unspecified)
 : 2	8	3	-1	-1.5	6	10	-1	-1
COc1ccc2sc(N(CCCN(C)C)C(=O)c3nc4ccccc4s3)nc2c1
 : -2	3	-6	-8	1.3	3	-6	5	-7
O=C(CSc1nc(=O)n(CCCN2CCOCC2)c2c1CCC2)Nc1ccc(F)cc1F
 : 0	12	4	7	1.8	-2	2	6	-1
O=C1CCC(C(=O)N2CCC(O)CC2)CN1CCc1ccc(Cl)cc1 (stereo unspecified)
 : 8	4	0	-1	1.3	1	0	5	4
CCOc1ccc(Nc2nc(-c3sc(N)nc3C)cs2)cc1
 : 7	6	3	114*	-2.0	7	4	13	17
NC(=O)c1nsc(C(=O)N(c2ccccc2)C(C(=O)NC2CCCC2)c2ccncc2)c1N (stereo unspecified)
 : -2	3	0	4	-0.2	0	-3	2	-1
COC(=O)[C@@H]1C[C@@]2(O)[C@H](O)[C@H](O)[C@H](O)C[C@H]2N1Cc1ccc(C(C)(C)C)cc1
 : 9	4	2	2	-1.5	10	8	-1	0
CCCCOc1ccc(N(CC(=O)NCC2CCCO2)C(=O)CCC(=O)Nc2cc(C)ccn2)cc1 (stereo unspecified)
 : -1	-5	5	34	-3.0	-3	6	11	2
CC(C)CCNC(=O)C1CCN(c2nnc(-n3cccc3)s2)CC1
 : 3	-2	-3	0	1.3	1	6	3	0
O=C(CSCc1ccc(Br)cc1)N=Nc1c(O)[nH]c2ccccc12
 : 3	2	4	17	-2.9	13	8	5	-4
COc1ccc2c(c1)C1(Nc3ccccc3-c3nc4ccccc4n31)C(=O)N2C (stereo unspecified)
 : 3	-1	1	13	4.4	3	0	4	1
CSc1nnc(-c2cnccn2)n1Cc1ccccc1
 : -3	4	0	1	1.5	2	-7	2	6
O=C(Nc1ccccc1Cl)c1ccc(Cl)cc1Cl
 : -3	7	0	-1	2.5	-6	3	4	-3
COc1ccccc1/C=N/NC(=O)c1cc2c(ccc3ccccc32)o1
 : 14	3	-5	4	-0.7	1	5	1	3
CCCOc1ccc(N2C(=O)CC(NCC#N)C2=O)cc1 (stereo unspecified)
 : 10	4	3	10	2.2	1	5	6	-3
COC(=O)C1CCN(CC(N)=O)CC1
 : 6	-2	0	0	-0.4	2	12	0	-5
O=C(Nc1cccc(S(=O)(=O)c2cccc(NC(=O)c3ccco3)c2)c1)c1ccco1
 : -3	2	-26	0	-6.0	-11	3	-31	-27
Cc1ccc(S(=O)(=O)Nc2ccc(C(=O)NCc3ccncc3)cc2)cc1
 : -4	-1	-4	1	-1.5	8	-2	6	0
Cc1ccc(S(=O)(=O)N2CCOCC2)cc1NC(=O)C1CC(=O)N(c2ccc3c(c2)OCCO3)C1 (stereo unspecified)
 : -7	-4	-1	0	2.0	0	1	7	2
COC(=O)c1ccc(CNC(=O)N2CCN(S(=O)(=O)c3ccc(C)cc3)CC2)cc1
 : 1	2	-1	0	0.7	11	-3	3	-2
CCCC(=O)Nn1cnc2c(c1=O)C1(CCCC1)Cc1ccccc1-2
 : 1	-1	-4	0	0.9	9	4	10	3
OC1(c2ccccc2)Cc2cccc[n+]2C1c1ccccc1 (stereo unspecified)
 : -5	-6	1	1	-0.2	0	-1	-1	0
COc1ccc(NC(=O)CSc2nnc(-c3ccco3)n2C)cc1
 : -4	-9	3	-5	-0.5	2	-3	-2	1
CCCOC(=O)CSc1nc(N)c(C#N)c(-c2ccco2)c1C#N
 : 10	4	-3	-1	-4.0	3	2	1	0
Cc1c(NC(=O)C(C)Sc2ncnc3ccccc23)c(=O)n(-c2ccccc2)n1C (stereo unspecified)
 : 5	-1	1	6	-0.8	-3	7	7	2
COc1ccc(Nc2cccc(Cl)c2)c(C(=O)O)c1
 : 13	1	5	0	-0.2	10	0	7	3
